MsrA act: bovine methionine sulfoxide reductase A activation. purified bovine MsrA, absorbance read-out. activation, % at 10.6 µM. 360,000 compounds, 0.3% hits; in the data active = activation above about 7.5%;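 note: 0% = vehicle and 100% = reference activator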
E coli Lon inh: inhibits E. coli Lon protease | P0A9M0 | inhibition, % at 7.94 µM | purified E. coli Lon protease, fluorescence polarization | AID 602123 | 360,000 compounds, 0.42% hits; in the data active = inhibition above about 13%, passing the limit was not always enough;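 note: 0% = enzyme with probe and DMSO and 100% = no enzyme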
CSN deneddyl inh: blocks human CSN-mediated cullin deneddylation; Q92905; inhibition, % at 12.5 µM; AID 651999; Purified CSN, SCF-Nedd8-OG deneddylation, fluorescence polarization; 360,000 compounds, 0.38% hits;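 active = pattern-corrected inhibition above about 35%, with an unprinted fluorescence ratio check between 0.5 and 1.5, limit read from the data, passing the limit was not always enough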;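 note: 0% = enzyme with substrate and 100% = substrate without enzyme; some results filed as inactive read as strong as hits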
Target sequence (Q92905 whole entry, looked up, one chain of several): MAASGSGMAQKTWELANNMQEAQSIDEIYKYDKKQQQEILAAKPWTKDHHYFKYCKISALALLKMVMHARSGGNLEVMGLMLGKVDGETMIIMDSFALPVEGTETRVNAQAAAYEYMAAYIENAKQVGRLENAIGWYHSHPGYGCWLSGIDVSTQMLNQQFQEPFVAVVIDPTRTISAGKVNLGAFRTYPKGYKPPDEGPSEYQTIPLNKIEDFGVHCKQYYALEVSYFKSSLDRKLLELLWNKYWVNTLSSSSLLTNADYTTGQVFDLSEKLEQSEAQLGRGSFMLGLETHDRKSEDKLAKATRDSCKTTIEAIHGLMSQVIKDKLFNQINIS
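Detection – fluorescence polarization · System – HEK293T-derived human Csn5 enzyme · Controls – substrate-only high control, full reaction low control · Timing – 90 min, room temperature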
Rin1 Abl inh: inhibitors of human Rin1-Abl protein interaction; inhibition, % at 7.35 µM; TR-FRET Rin1/Abl binding, biochemical; 360,000 compounds, 0.4% hits; P00519+Q13671; AID 588664; in the data active = inhibition above about 5%, passing the limit was not always enough
TbMetRS inhib: blocks T. brucei methionyl-tRNA synthetase activity; purified T. brucei MetRS, ATP depletion, Kinase-Glo luminescence; inhibition, % at 11.9 µM; 360,000 compounds, 0.4% hits; AID 624268;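 active = inhibition above a per-plate cutoff of the control wells' mean inhibition plus 3 SD, cut at about 5.5% in these data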;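 note: 0% = DMSO wells median and 100% = median of wells with control inhibitor compound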
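Dosing: 11.9 µM single point; system: parasite MetRS enzyme; technique: luminescence of leftover ATP; times: 15 min enzyme-compound preincubation, 2 h reaction, 10 min detection, 25 °C; replicates: each compound tested once; read-out basis: percent inhibition relative to median high and low control wells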
FAS-TE inh: blocks the thioesterase domain of human fatty acid synthase; 360,000 compounds, 0.67% hits; P49327; recombinant FAS-TE, OMFH fluorogenic substrate, fluorescence endpoint; inhibition, % at 15 µM;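 active = compounds whose normalised, plate-corrected inhibition of enzyme fluorescence in the single-dose primary screen is 50% or more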;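 note: 0% = DMSO with enzyme and 100% = substrate without enzyme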
Neddyl block: cullin neddylation inhibition | P61081+Q13564 | TR-FRET cullin neddylation, biochemical | calls only at 25 µM | 360,000 compounds, 0.58% hits | AID 651699; in the data active = inhibition above about 36%
PABP1 MLLE inh: inhibitors of microRNA-mediated deadenylation, human PABP1 MLLE binding | P11940 | GST-MLLE / FITC-PAM2 fluorescence polarization | inhibition, % at 20 µM | 360,000 compounds, 0.36% hits; in the data active = inhibition above about 35%, passing the limit was not always enough;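 note: plate controls were DMSO wells with GST-MLLE for no effect and wells lacking GST-MLLE protein for full effect; some results filed as inactive read as strong as hits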
Target sequence (P11940 whole entry, looked up): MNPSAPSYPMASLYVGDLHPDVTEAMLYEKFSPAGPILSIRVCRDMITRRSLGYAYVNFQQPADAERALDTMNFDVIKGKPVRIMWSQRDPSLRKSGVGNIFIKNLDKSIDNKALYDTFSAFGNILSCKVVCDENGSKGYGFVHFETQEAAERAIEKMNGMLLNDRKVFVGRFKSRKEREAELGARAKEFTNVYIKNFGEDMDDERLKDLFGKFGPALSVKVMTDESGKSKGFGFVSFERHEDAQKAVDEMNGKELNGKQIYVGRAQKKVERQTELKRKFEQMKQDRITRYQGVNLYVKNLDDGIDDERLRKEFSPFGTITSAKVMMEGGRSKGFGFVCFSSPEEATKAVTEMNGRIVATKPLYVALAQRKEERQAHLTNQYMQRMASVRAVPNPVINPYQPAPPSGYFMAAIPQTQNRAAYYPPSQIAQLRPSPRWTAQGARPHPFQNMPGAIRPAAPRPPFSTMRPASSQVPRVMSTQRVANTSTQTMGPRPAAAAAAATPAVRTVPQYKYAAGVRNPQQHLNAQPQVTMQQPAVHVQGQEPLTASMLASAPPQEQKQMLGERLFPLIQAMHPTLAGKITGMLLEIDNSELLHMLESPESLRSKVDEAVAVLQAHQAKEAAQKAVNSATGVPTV
MsrA inh: inhibitors of bovine MsrA | purified bovine MsrA, absorbance read-out | 360,000 compounds, 0.75% hits | inhibition, % at 15.5 µM; in the data active = inhibition above about 4.5%;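 note: 0% = vehicle wells with enzyme and 100% = reference inhibitor wells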
Starred values were filed as active, the others as inactive; i = inactive; nt = not tested or not shown; + = active, no number.

mol	Rin1 Abl inh	MsrA act	MsrA inh	PABP1 MLLE inh	CSN deneddyl inh	TbMetRS inhib	Neddyl block	FAS-TE inh	E coli Lon inh
Cc1ccc(C(=O)NCc2n[nH]c(=S)n2-c2ccccc2)cc1[N+](=O)[O-]	1	-8	1.3	-2	3	-2.5	i	-10	-3
Nc1nnc(SCC(=O)Nc2cc(S(=O)(=O)N3CCOCC3)ccc2N2CCCC2)s1	1	-3	-0.9	18	0	0.4	i	-7	-12
CC(C)(C)C(=O)NC1(C(F)(F)F)NC(=O)N(c2ccccc2F)C1=O (stereo not drawn)	-1	-2	-0.7	2	-2	0.2	i	-5	6
CCOC(=O)NC1(C(F)(F)F)NC(=O)N(c2ccc(F)cc2)C1=O (stereo not drawn)	2	-8	-0.7	-1	-12	-0.9	i	-8	3
O=c1nc(/C=C/c2ccccc2C(F)(F)F)cc(C(F)(F)F)[nH]1	2	-3	-0.7	-1	17	0.2	i	8	-3
CCN(CC(=O)Nc1c(F)cccc1F)C(=O)C1CC(=O)N(c2ccccc2OC)C1 (stereo not drawn)	3	-2	-0.3	-3	-1	0.0	i	-6	0
Cc1nc(C(=O)NC2CC2)sc1C1(C)CC(c2cccc([N+](=O)[O-])c2)=NO1 (stereo not drawn)	-1	-1	-0.9	-4	-2	0.4	i	7	2
Cc1[nH]c(=O)c(Cc2ccccc2)c(O)c1C#N	1	-6	0.7	9	3	-0.8	i	-4	1
O=C(c1cc2ccccc2cc1O)N1CCN(c2ccccn2)CC1	0	-1	-0.3	3	-3	-0.5	i	1	0
CC12CCC(=O)N1C(C(=O)Nc1ccccc1N1CCOCC1)CS2 (stereo not drawn)	3	-7	-0.1	-8	2	-0.4	i	-2	-5
CN1CCC(N(C)C(=O)c2ccccc2F)CC1	-4	-2	-0.9	-10	0	-0.6	i	-2	-7
CCCCOC(=O)Nc1nnc(C(C)C)s1	-2	-1	-0.8	-4	-10	0.0	i	-3	4
O=c1c(Cc2c(F)cccc2Cl)c(O)ccn1CC1CCCO1 (stereo not drawn)	-1	-3	-0.5	-12	4	1.4	i	-6	5
N#CC(C#N)=C1C=CC=CN1/C(=C\c1ccccc1)C(=O)c1cccs1	-4	-3	1.9	38	-10	2.4	i	0	25*
CCN(CC(=O)Nc1ccc(NC(C)=O)cc1)CC(=O)Nc1ccc(F)c(Cl)c1	1	-3	0.5	2	-1	-0.8	i	4	0
Cn1cccc1C(=O)OCC(=O)Nc1cc(C(C)(C)C)nn1-c1ccccc1	-1	3	1.1	-1	10	-0.2	i	4	11
COC(=O)c1c(-c2ccsc2)oc2ccc(-c3cc(OC)c(OC)c(OC)c3)cc12	2	-4	0.1	10	5	-0.1	nt	29	4
CCN(CC)Cc1c(O)ccc2c(=O)c(-c3ccc(Cl)cc3)coc12	0	-10	3.3	0	1	-0.8	nt	-2	-6
O=C(NNS(=O)(=O)c1ccc(Br)cc1)c1ccncc1	-4	-3	-1.6	8	1	-0.6	i	-4	-9
Cc1ccc(/C=C2\SC(=S)N(CCC(=O)NNC(=O)c3ccccc3O)C2=O)cc1	-2	-3	-0.6	2	1	-0.1	i	1	-19
Cc1cccc(C(=O)OCC(=O)N2CCCC2=O)c1O	4	0	3.0	-4	4	-0.3	i	-1	-14
CCN1CCN(c2c(C(=O)c3ccc(OC)cc3)cnc3ccccc23)CC1	-1	-3	0.0	-2	0	1.2	i	-14	3
COc1cc(/C=C2\SC(=Nc3ccc(N4CCOCC4)cc3)N(C)C2=O)ccc1OC(C)C(=O)O (stereo not drawn)	-2	-5	2.7	-3	-3	-0.2	i	-6	-4
O=C(CNC(=O)c1ccc(Br)o1)NNC(=O)c1ccccc1F	2	-6	2.0	15	4	-0.2	i	-5	1
CCNC(=O)C1(C)CCN(Cc2cccc(Oc3ccccc3)c2)C1 (stereo not drawn)	0	1	1.3	-3	-3	-0.3	i	-3	-6
CC(=O)N1CSCC1C(=O)NNS(=O)(=O)c1ccccc1 (stereo not drawn)	-3	-3	-1.3	-5	0	-1.1	i	-3	2
COc1ccc(S(=O)(=O)N(CC(N)=O)C2CCCCC2)cc1Cl	2	-9	-1.3	0	-5	-0.6	i	-4	1
CCCC(c1nnnn1Cc1ccc(F)cc1)N1CCN(C2CCCCC2)CC1 (stereo not drawn)	2	-1	0.4	-4	4	-1.2	i	-6	-1
C=CCn1c2ccccc2c2nnc(SCC(=O)OC)nc21	-7	1	1.2	1	-2	0.2	i	-5	2
CCCCNC(=O)Nc1ccc(Br)cn1	-2	3	-0.5	5	-6	-0.8	i	-5	6

Pulled by compound from the list above (two):
mol	Rin1 Abl inh	MsrA act	MsrA inh	PABP1 MLLE inh	CSN deneddyl inh	TbMetRS inhib	Neddyl block	FAS-TE inh	E coli Lon inh
CCCC(c1nnnn1Cc1ccc(F)cc1)N1CCN(C2CCCCC2)CC1 (stereo not drawn)	2	-1	0.4	-4	4	-1.2	i	-6	-1
CCCCNC(=O)Nc1ccc(Br)cn1	-2	3	-0.5	5	-6	-0.8	i	-5	6

Next part.
mol	Rin1 Abl inh	MsrA act	MsrA inh	PABP1 MLLE inh	CSN deneddyl inh	TbMetRS inhib	Neddyl block	FAS-TE inh	E coli Lon inh
COc1ccc(Cl)cc1C(=O)NNC(=O)COC(=O)CCN=C1NS(=O)(=O)c2ccccc21	0	0	-0.7	2	0	-0.2	i	-4	0
Cc1ccc2nc(SCC(=O)c3c(N)n(C4CC4)c(=O)[nH]c3=O)[nH]c2c1	-4	-2	0.6	-73	1	-0.2	i	-3	5
CC(=O)Nc1ccc(S(=O)(=O)N(C)CC(=O)OC(C)C(=O)NC2CCCC2)cc1 (stereo not drawn)	4	-3	0.0	11	2	-0.3	i	-5	-1
COc1ccc(-n2c(SCC(=O)O)nc3sc4c(c3c2=O)CCCC4)cc1	0	-3	1.9	15	-2	0.0	i	0	-9
COC(=O)C(CCSC)NC(=O)Cn1ncc2c(=O)oc3ccccc3c21 (stereo not drawn)	1	-1	-0.2	-13	-6	0.4	i	-4	-8
Cc1ccc(C2NC(c3ccc(C)cc3)C(C)C(=O)C2C)cc1 (stereo not drawn)	-1	1	1.7	6	0	-0.4	i	6	6
O=C(C[n+]1cc(-c2ccc(Cl)c(Cl)c2)n2c1CCC2)c1cccs1	-1	-3	0.8	-5	-3	0.0	i	11	-10
CCN(CC(=O)Nc1ccc(NC(C)=O)cc1)C(=O)c1cc(-c2ccccc2Cl)nc2ccccc12	-1	-2	0.5	2	1	-0.1	i	-1	-1
COCCNC(=O)C(=O)Nc1cc2c3c(c1)CC(=O)N3CCC2	-1	-9	-0.3	-6	3	-0.7	i	2	-7
CCCN(C(=O)c1cc(S(=O)(=O)N2CCCCC2)ccc1Cl)C1CCS(=O)(=O)C1 (stereo not drawn)	-1	-1	-1.5	0	4	0.7	i	-5	-7
O=C(COC(=O)c1cccc(Cl)c1)NC1CCS(=O)(=O)C1 (stereo not drawn)	1	-2	0.2	0	-1	-0.3	i	-8	3
CN(CC(=O)NC1CCCCC1)S(=O)(=O)c1cccc2nsnc12	-2	-5	2.5	4	-2	-0.7	i	-10	5
COc1cc(CN2CCN(C(O)(c3ccccc3)c3ccccc3)CC2)cc(OC)c1OC	2	-8	-0.5	-2	0	-1.0	i	-2	4
Cc1ccc(C)c(NC(=O)c2cnn(-c3ccccc3)c2C)c1	0	0	0.1	5	1	-0.8	i	0	-4
CCN(CC)C(=O)CSc1nc2c(sc(=S)n2-c2ccccc2)c(=O)n1-c1ccc(OC)cc1OC	1	-3	0.6	39	5	0.3	i	29	-2
COc1cc(OC)c(C(=O)OC(C)C(=O)Nc2cccc(C(F)(F)F)c2)cc1OC (stereo not drawn)	1	-4	0.0	11	-15	-0.5	i	10	6
Cc1nnc2sc(-c3ccccn3)nn12	4	1	-0.8	6	-3	-1.0	i	-1	-11
O=C(CCSCCc1ccccn1)Nc1ccccn1	-3	1	1.2	-7	-1	-0.8	i	-5	1
CC(C)C(=O)Nc1nnc(SCC(=O)Nc2ccc3c(c2)OCO3)s1	3	-5	-1.2	-2	-3	-0.4	i	-3	0
Cc1ccc(-n2ncc(C(=O)O)c2C2CCN(C(=O)OC(C)(C)C)CC2)cc1	-1	0	-0.8	7	1	-0.8	i	-12	-7
CCCn1c(N)c(C(=O)CN(C)CC(=O)Nc2ccccc2CC)c(=O)[nH]c1=O	0	-4	0.3	-9	0	0.4	i	-9	-7
CCOC(=O)C1C(=O)NC(N2CCOCC2)=NC1C(C)C (stereo not drawn)	7	1	0.6	-13	2	-0.4	i	-2	-8
O=C(c1cccs1)N1CCN=C1SCc1ccc(F)cc1	-2	-2	2.9	-8	-1	-0.1	i	9	2
CCc1ccc(-c2ccc3nnc(SCC(N)=O)n3n2)cc1	-1	-3	0.4	-114	-3	0.1	+	-6	-3
COC(=O)c1[nH]c2ccc(C)cc2c1NC(=O)Oc1ccccc1	-3	-10	-0.1	2	2	-1.3	i	2	3
Cc1cc(C)cc(N(CC(=O)Nc2cc(C)ccc2C)S(=O)(=O)c2c(C)[nH]c(=O)[nH]c2=O)c1	-1	-2	0.6	7	0	0.5	i	-6	11
O=C(Cc1c(F)cccc1Cl)NCc1cccnc1	-1	-2	0.5	4	2	0.1	i	-5	9
O=C(NCCc1ccccc1)c1cccc(S(=O)(=O)N2CCCCC2)c1	-2	-6	-0.5	0	0	-0.3	i	0	-4
CC(C)C(=O)N1CCC1(C)C(=O)NCc1ccc(C(C)(C)C)cc1 (stereo not drawn)	0	-3	1.3	0	-2	-0.3	i	4	2
CCOC(=O)Nc1ccc(N2CCOCC2)c(S(=O)(=O)N2CCOCC2)c1	5	-2	-0.4	9	-1	-0.3	i	-5	-9

Complete entries as entered above. Screens in order: Rin1 Abl inh, MsrA act, MsrA inh, PABP1 MLLE inh, CSN deneddyl inh, TbMetRS inhib, Neddyl block, FAS-TE inh, E coli Lon inh
CN(CC(=O)NC1CCCCC1)S(=O)(=O)c1cccc2nsnc12 across the screens: -2, -5, 2.5, 4, -2, -0.7, i, -10, 5
CCN(CC(=O)Nc1c(F)cccc1F)C(=O)C1CC(=O)N(c2ccccc2OC)C1 (stereo not drawn) across the screens: 3, -2, -0.3, -3, -1, 0.0, i, -6, 0
O=c1nc(/C=C/c2ccccc2C(F)(F)F)cc(C(F)(F)F)[nH]1 across the screens: 2, -3, -0.7, -1, 17, 0.2, i, 8, -3
Cc1nc(C(=O)NC2CC2)sc1C1(C)CC(c2cccc([N+](=O)[O-])c2)=NO1 (stereo not drawn) across the screens: -1, -1, -0.9, -4, -2, 0.4, i, 7, 2

Later entries
mol	Rin1 Abl inh	MsrA act	MsrA inh	PABP1 MLLE inh	CSN deneddyl inh	TbMetRS inhib	Neddyl block	FAS-TE inh	E coli Lon inh
O=C(O)c1cccc(NC(=S)NC(=O)c2cccc(OCc3ccccc3)c2)c1	1	-1	1.5	40*	1	-0.8	i	37	7
CCOc1ccc(C(C)=O)cc1N1C(=O)C2C3C=CC(C3=C(C)C)C2C1=O (stereo not drawn)	0	-2	nt	10	0	-0.1	i	1	-4
CCOC(=O)c1c(SC)n(-c2ccccc2)c(=S)n(-c2ccccc2)c1=O	3	-4	-0.5	-19	-3	-0.8	i	1	-8
CCOC(=O)c1ccccc1OCc1cc(/C=N/n2cnnc2)ccc1OC	0	-7	-0.9	6	-2	-0.4	i	-2	-3
CN(C)C(=O)COc1ccc(Oc2ccccc2)cc1	4	-2	1.7	20	0	0.2	i	-2	1
O=S1(=O)N=C(Nc2ccc(S(=O)(=O)N3CCCCC3)cc2)c2ccccc21	-1	-1	0.0	-19	0	-0.2	nt	3	-3
NC(=O)Cc1ccc(OCc2nn[nH]n2)cc1	2	1	0.0	-5	-3	-0.2	i	-7	0

Source: PubChem (several laboratories)
